All columns: NCI-60 one-dose screen, growth in % after 48 h at 10 µM unless noted; 100 = growth as untreated, 0 = no growth, -100 = all killed.
MDA-MB-231 = MDA-MB-231 breast cancer | 5% of 81,000 active | AID 1794789
MCF7 = MCF7 breast cancer. 6.3% of 82,000 active. AID 1794796
MOLT-4 = MOLT-4 leukemia cells. 6.9% of 80,000 active. AID 1794779
SR = SR leukemia cells. AID 1794780. 8.7% of 73,000 active
K-562 = K-562 leukemia. AID 1794777. 7.4% of 78,000 active
BT-549 = BT-549 breast cancer; 4.4% of 78,000 active; AID 1794793
MDA-MB-435 = MDA-MB-435 melanoma; 7.8% of 82,000 active
MDA-MB-468 = MDA-MB-468 breast cancer; 8.5% of 78,000 active; AID 2202374
* hit, by the source's call; · = not tested or not shown; & = joins results of further samples. Rule for the calls: active = growth percent below 10; inactive = the rest. Not a hit list, and some 15% of all compounds hit somewhere here.

| No. | SMILES | MDA-MB-435 | K-562 | MOLT-4 | MDA-MB-468 | BT-549 | MDA-MB-231 | MCF7 | SR |
| --- | --- | --- | --- | --- | --- | --- | --- | --- | --- |
| 1 | O=c1c2ccccc2c(=O)n(-c2ccccc2)n1-c1ccccc1 | 104 | 99 | 109 | · | 108 | 99 | 91 | 90 |
| 2 | O=S(=O)(O)NS(=O)(=O)O | 97 | 102 | 107 | 106 | 107 | 108 | 87 | 95 |
| 3 | Cc1cc(C)c(C)c(CN(C)C)c1 | 111 | · | · | 112 | 100 | 100 | 101 | · |
| 4 | O=C1OC(=O)C2CCCCC12 (centres undefined) | 106 | 101 | 75 | 105 | 108 | 100 | 105 | 88 |
| 5 | CCCCCN1C(=O)[C@H](CC(C)C)C[C@H]1CNCC(=O)OC(C)(C)C | 105 | 111 | 104 | 103 | 103 | 100 | 94 | 114 |
| 6 | C=C1CC[C@@H]2[C@]3(C)COC(c4cn[nH]c4-c4cccc(Cl)c4)O[C@@H]3CC[C@@]2(C)[C@@H]1C/C=C1/C(=O)OCC1O (some centres undefined) | -33* | 5.0* | 13 | -84* | -92* | -53* | · | 15 |
| 7 | N#CCCc1c[nH]c2ccccc12 | 101 | 85 | 96 | 95 | 98 | 97 | 95 | 92 |
| 8 | Cc1cc(O)c2c(c1)C(CC(=O)O)N(Cc1ccc(C(=O)O)cc1)C1=C2C(=O)c2cccc(O[C@H]3C[C@H](O)[C@@H](O)C(C)O3)c2C1=O (some centres undefined) | 115 | 101 | 97 | 118 | 98 | 93 | 99 | 92 |
| 9 | CCn1cc(C(=O)O)c(=O)c2cc(F)c(N3CCN(C)CC3)cc21 | 95 | 92 | 114 | 93 | 108 | 96 | 103 | 105 |
| 10 | C=CCC1C(=O)NN=C1C (centres undefined) | 113 | 93 | 97 | 116 | 104 | 98 | 98 | 103 |
| 11 | CC(=O)OCC#CCOC(C)=O | 94 | 110 | 106 | 113 | 97 | 117 | 103 | 100 |
| 12 | Cc1cc(Br)cc(NC(=O)Cn2c(-c3cncs3)nc3ccccc32)c1 | 106 | 63 | 89 | 101 | 90 | 103 | 87 | · |
| 13 | COc1cc(OC)cc(C(=O)Nc2cc(-c3cccnc3)nc(NCCCN3CCOCC3)n2)c1 | 102 | 74 | 82 | 83 | · | 80 | 88 | 58 |
| 14 | C=CCn1c(C)nc2cc(Nc3nc(Nc4ccc5nc(C)n(CC=C)c5c4)c4ccccc4n3)ccc21 | -76* | -28* | -27* | -85* | -84* | -86* | -89* | -44* |
| 15 | Cc1ccc(/C(=C/c2ccc([N+](=O)[O-])cc2)C(=O)O)cc1 | 110 | 102 | 78 | · | 102 | 107 | 105 | 96 |
| 16 | Nc1nc(N)c(N=Nc2ccc(S(N)(=O)=O)cc2)c(=O)[nH]1 | 101 | 91 | · | · | 110 | 105 | 101 | · |
| 17 | CS(=O)(=O)Nc1cc(-c2ccc3ncnc(Nc4ccc5c(cnn5Cc5cccnc5)c4)c3c2)cnc1Cl | 54 | 58 | 25 | · | 17 | 48 | 15 | 21 |
| 18 | COc1ccc(OC)c(/C=C/C(=O)N/N=C/c2ccccc2)c1 | -7.5* | 21 | 37 | 28 | 61 | 72 | 17 | · |
| 19 | COC(=O)c1cc2c3ccccc3oc(=O)c2c2nc3ccccc3n12 | 96 | 98 | 99 | 97 | 109 | 78 | 78 | 81 |
| 20 | CC(=O)Nc1ccc(OC(C)(C)C)cc1 | 110 | 107 | 118 | · | 93 | 112 | 107 | · |
| 21 | C#Cc1cc(C(=O)Nc2ccc(CN3CCN(C)CC3)c(C(F)(F)F)c2)ccc1C | 28 | 8.0* | 59 | 66 | 101 | 59 | 70 | 59 |
| 22 | Cc1ccc(S(=O)(=O)NC(CCC(N)=O)C(=O)O)cc1 (centres undefined) | 105 | 89 | 99 | 103 | 107 | 116 | 96 | 101 |
| 23 | COc1ccc(Oc2c(OC)cc(NCc3ccc(CN)cc3)c3ncccc23)cc1 | 112 | 89 | 81 | 96 | 87 | 78 | 90 | 90 |
| 24 | COC(=O)c1ccccc1NCCO | 120 | 103 | 109 | 98 | · | 119 | 94 | 110 |
| 25 | O=C(CSc1nc2c(n1Nc1ccccc1)-c1ccccc1SC2)Nc1nc(-c2ccc(Cl)cc2)cs1 | 61 | 78 | 78 | 59 | 94 | 75 | 69 | 27 |
| 26 | CCn1cc2c(cc1=O)-c1nc3ccccc3c3ccnc(c13)C2=O | 63 | 51 | 81 | 72 | 86 | 75 | 30 | 15 |
| 27 | CCOC(=O)c1sc(/N=C2\C(=O)Nc3ccc([N+](=O)[O-])cc32)nc1C | 106 | 84 | 96 | 102 | 74 | 90 | 74 | 72 |
| 28 | COC(=O)C(Cc1cnc[nH]1)NC(=O)CCCn1c(C)c(C)c2c1N=C(SC)N1CC(=O)N=C21 (centres undefined) | 102 | 97 | 98 | 96 | 107 | 112 | 92 | 118 |
| 29 | Cc1cc(Nc2nc(C(N)=O)nc3ccccc23)n[nH]1 | 92 | 112 | 113 | 111 | 93 | 98 | 81 | 120 |
| 30 | O=C(Nc1ccc(-c2ccc3c(c2)NC(=O)/C3=C\c2ccc[nH]2)cc1)Nc1ccc(Cl)c(C(F)(F)F)c1 | 3.5* | 15 | 9.3* | -18* | 5.9* | 72 | 3.2* | 6.3* |
| 31 | Cn1cc(C(=O)c2nc(-c3c[nH]c4ccc(Br)cc34)no2)c2cc(F)ccc21 | 100 | 102 | 95 | 108 | 96 | 89 | 82 | 101 |
| 32 | COC(=O)[C@]12CCC(C)(C)C[C@H]1[C@H]1C(=O)C[C@@H]3[C@@]4(C)CC[C@H](OC(C)=O)C(C)(C)[C@@H]4CC[C@@]3(C)[C@]1(C)CC2 | 88 | 60 | 75 | 105 | 100 | 86 | 83 | · |
| 33 | COc1cc(/C=C/C(=O)c2ccccc2O)ccc1OCCCOc1cc2c(cc1OC)C(=O)N1CCC[C@H]1C=N2 | -29* | 76 | -11* | · | -4.3* | -21* | -15* | -14* |
| 34 | O=S(=O)(Nc1ccc(OC(F)F)cc1)c1ccc(-c2cnc(C3CC3)o2)cc1 | 8.1* | 20 | 50 | -9.1* | 63 | 70 | 39 | · |
| 35 | Cc1ccc(C(C)C)c(O)c1C(=O)O | 101 | 110 | 99 | 108 | 100 | 118 | 94 | 105 |
| 36 | Cc1[nH]c(/C=C/C(=O)c2ccc(C(F)(F)F)c(F)c2)c(C)c1C(=O)N1CCCC1 | 89&99 | 81&89 | 68&76 | 83&87 | 85&89 | 90&99 | 82&89 | 81&90 |
| 37 | N#Cc1c(NC(=O)c2ccco2)[n+]([O-])c2ccc(Cl)cc2[n+]1[O-] | 113 | 100 | 90 | · | 85 | 99 | 96 | 107 |
| 38 | Cc1[nH]c(C(=O)Nc2ccccc2OCc2cccc(C(=O)NCCN)c2)cc1F | 103 | 90 | 94 | 101 | 97 | 97 | 81 | 24 |
| 39 | O=C(CSc1nnc(Nc2ccccc2)s1)NCCc1ccc(F)cc1 | 101 | 107 | 103 | · | 109 | 91 | 109 | 164 |
| 40 | Cc1c(C)c(Br)c(Br)c(Br)c1Br | 113 | 108 | 98 | 114 | · | 112 | 83 | 99 |

A few values from the list:
cpd 30 | MDA-MB-231 = 72
cpd 20 | MOLT-4 = 118
cpd 25 | MOLT-4 = 78
cpd 4 | MDA-MB-468 = 105
cpd 16 | MDA-MB-231 = 105

Along the list, quoted from above.
Nos. 27–38 in MDA-MB-231, in turn: 90, 112, 98, 72, 89, 86, -21*, 70, 118, 90&99, 99, 97
Nos. 27–38 in MOLT-4, in turn: 96, 98, 113, 9.3*, 95, 75, -11*, 50, 99, 68&76, 90, 94

Reformatted in transposed form: entries from further up
23: COc1ccc(Oc2c(OC)cc(NCc3ccc(CN)cc3)c3ncccc23)cc1
24: COC(=O)c1ccccc1NCCO
assay / compound,23,24
MDA-MB-435,112,120
K-562,89,103
MOLT-4,81,109
MDA-MB-468,96,98
BT-549,87,·
MDA-MB-231,78,119
MCF7,90,94
SR,90,110

Other structures.
| No. | SMILES | MDA-MB-435 | K-562 | MOLT-4 | MDA-MB-468 | BT-549 | MDA-MB-231 | MCF7 | SR |
| --- | --- | --- | --- | --- | --- | --- | --- | --- | --- |
| 41 | COc1ccc2oc(=O)cc(-c3nc(-c4ccccc4)c(-c4ccccc4)n3-c3ccc(C(=O)O)cc3)c2c1 | 76 | 48 | 67 | 75 | 84 | 68 | 47 | 39 |
| 42 | COC(=O)[C@H](O)[C@H]1C(C)(C)[C@H](OC(C)=O)C2CC3=C4CC(=O)O[C@@H](c5ccoc5)[C@]4(C)CC[C@@H]3[C@@]1(C)C2=O | 102 | 101 | 98 | 101 | 94 | 93 | 89 | 104 |
| 43 | ON=C(c1ccccc1)c1ccccc1 | 108 | 95 | 102 | 114 | 103 | 106 | 98 | 96 |
| 44 | Cc1cnc(SCc2ccc(Cl)cc2Cl)nc1Nc1ccc(Cl)c(Cl)c1 | 104 | 69 | 59 | 101 | 101 | 88 | 85 | 72 |
| 45 | O=C(O)COc1cccc(C(=O)/C=C/c2ccco2)c1 | 112 | 111 | 107 | 105 | 120 | 104 | 97 | 97 |
| 46 | ClC1[C@H](c2c[nH]c3ccccc23)c2c([nH]c3ccccc23)[C@H]1c1c[nH]c2ccccc12 (some centres undefined) | 90 | 71 | 53 | 94 | 86 | 73 | 66 | 75 |
| 47 | CC(=O)[C@H]1CC[C@H]2[C@@H]3CC[C@H]4CC(=O)CC[C@]4(C)[C@H]3[C@H](O)C[C@]12C | 115 | 92 | 110 | 103 | 109 | 108 | 102 | 101 |
| 48 | COC(=O)c1ccc(-c2ccc(/C=N/NC(=O)c3[nH]c4ccc(Br)cc4c3-c3ccccc3)o2)cc1O | 115 | 80 | 66 | 103 | 102 | 98 | 63 | · |
| 49 | c1ccc(C(CN2CCOCC2)c2ccccc2)cc1 | 107 | 89 | 74 | 105 | 121 | 104 | 104 | 95 |
| 50 | c1ccc(CNc2ncnc3ccc(-c4cnc5[nH]ncc5c4)cc23)cc1 | 87 | · | 35 | 51 | 62 | 64 | 30 | · |
| 51 | O=C1NCCN1/N=C/c1c(Cl)nc2n1CCS2 | 112 | 87 | 97 | · | 98 | 130 | 106 | 59 |
| 52 | COc1ccccc1CN1C(=O)C2C/C(=C\N(C)C)C(=O)N2C1N(C)C (centres undefined) | 98 | 89 | 87 | 90 | 99 | 98 | 91 | 89 |
| 53 | COc1ccc(C(=O)c2cc(OC)c(OC)c(OC)c2)cc1/C=C/C(=O)c1ccc2c(c1)OCO2 | 22 | 13 | 2.3* | 9.4* | -10* | 11 | 20 | -10* |
| 54 | O=S(=O)(Nc1ccc(Cl)cc1Cl)c1ccc(-c2cnc(C3CC3)o2)cc1 | -5.6* | 11 | 24 | -34* | 47 | 44 | 15 | · |
| 55 | CCOC(C)c1ccccc1 (centres undefined) | 108 | 111 | 102 | 100 | 93 | 98 | 94 | 92 |
| 56 | CCCCn1c(N)c(N(CC)C(=O)COc2ccc(C)c(C)c2)c(=O)[nH]c1=O | 106 | 119 | 126 | · | 125 | 99 | 117 | 144 |

Results in K-562, MCF7 and BT-549, for some of the entries so far:
#	Compound	K-562	MCF7	BT-549
13	COc1cc(OC)cc(C(=O)Nc2cc(-c3cccnc3)nc(NCCCN3CCOCC3)n2)c1	74	88	·
36	Cc1[nH]c(/C=C/C(=O)c2ccc(C(F)(F)F)c(F)c2)c(C)c1C(=O)N1CCCC1	81&89	82&89	85&89
12	Cc1cc(Br)cc(NC(=O)Cn2c(-c3cncs3)nc3ccccc32)c1	63	87	90
37	N#Cc1c(NC(=O)c2ccco2)[n+]([O-])c2ccc(Cl)cc2[n+]1[O-]	100	96	85
